# Bioassay records from PubChem.
# Abeta yeast res = compounds reversing amyloid beta toxicity in yeast; AID 1347071; yeast expressing A-beta42, growth rescue, OD600, 48 h; response scale: 0% DMSO, 100% iron-clioquinol control; Potency, µM (doses to about 46.1 µM), for the others: top-dose growth rescue, actives largely listed as activators; 410,000 compounds, 0.063% hits; further: potency means the concentration at half of the fitted maximal effect; nearly all actives have a fitted effect of over 55% in size
#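 Yeast A-beta toxicity model in growth medium with pinned compounds, 48 h at 30 C; growth read as absorbance at 600 nm. Normalized to FeCl3/clioquinol equimolar mix (positive) and DMSO (negative).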
# DRD3 antagonist = D3 dopamine receptor (human) antagonism. AID 652054. D3R cells, DiscoveRx beta-arrestin luminescence, antagonist mode; stronger effect = lower value. P35462. 360,000 compounds, 2.5% hits. max response, negative = inhibition, %; in the data active means max response below about -50%; inconclusive means no clear call, values can overlap the other calls; further: on the % scale 0 is the no-effect control and ±100 the full control effect; mostly tested at two doses, the higher about 12 µM
#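 Cells expressing the human receptor were seeded at 1500 cells/well, incubated overnight at 37 degrees C in 5% CO2, then exposed to library compounds with dopamine controls for 90 minutes at 37 degrees C before luminescent detection.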
# GLP1R ag = activates the human GLP-1 receptor | P43220 | HEK293 GLP-1R CRE-luciferase, luminescence, 4-6 h; cells express a hypersensitive GLP-1R form | Potency, µM (titrated, usually from 45.6 µM), for the others: at the highest dose activation, actives largely listed as activators | 380,000 compounds, 0.007% hits | AID 624172; further: potency means the concentration at half of the fitted maximal effect; % of control where 0% means no effect
# Target sequence (P43220 whole entry, looked up): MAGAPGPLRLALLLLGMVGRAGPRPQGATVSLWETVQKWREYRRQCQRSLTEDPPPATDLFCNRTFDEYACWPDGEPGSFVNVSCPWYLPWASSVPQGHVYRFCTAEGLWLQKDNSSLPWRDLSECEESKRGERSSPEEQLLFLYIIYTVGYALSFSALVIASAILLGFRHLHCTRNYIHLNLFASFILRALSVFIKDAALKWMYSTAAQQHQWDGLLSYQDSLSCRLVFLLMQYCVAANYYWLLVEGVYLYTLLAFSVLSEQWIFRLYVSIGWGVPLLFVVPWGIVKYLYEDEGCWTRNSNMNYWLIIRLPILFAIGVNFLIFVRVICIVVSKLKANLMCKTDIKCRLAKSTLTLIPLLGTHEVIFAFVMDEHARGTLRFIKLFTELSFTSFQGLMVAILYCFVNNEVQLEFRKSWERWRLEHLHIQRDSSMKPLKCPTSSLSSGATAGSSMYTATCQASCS
# Akt phos inh = Akt phosphorylation inhibition; Neuro2A IGF-stimulated pAkt S473 HTRF, 20 min; stronger effect = lower value; 360,000 compounds, 0.32% hits; activity change, % for hits at 50 µM; AID 651550; in the data active means activity change below about -80%; inconclusive means mostly about -51% to -80%; further: on the % scale 0 is the no-effect control and ±100 the full control effect
#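 Neuro2A cells (4,500/well, DMEM with 0.5% FBS) were treated with compound at a single 50 µM final concentration, stimulated with 6 nM IGF for 20 min at 37 °C, and lysed. Phospho-Akt Ser473 was read by HTRF as 665/615 ratio ×10^4.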
# FUS suppressor = FUS proteinopathy suppression in yeast; S. cerevisiae FUS-expressing, growth rescue, OD600, 24 h; Potency, µM (top dose mostly 76.6 µM), inactives show at the highest dose growth rescue (activation), actives largely listed as activators; 390,000 compounds, 0.24% hits; AID 1347120;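 further: potency means the concentration at half of the fitted maximal effect; plate controls were DMSO vehicle for no effect and reference control for full effect; nearly all actives have a fitted effect of over 55% in size; some results filed as inactive show a strong effect at the top dose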
#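 Toxicity suppression screen in FUS-yeast. Cells induced with 2% galactose, starting OD 0.005, treated 24hr at 30C with compounds at multiple final concentrations; growth by OD600.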
# aSyn rescue = inhibitors of alpha-synuclein toxicity in yeast; Potency, µM (top dose mostly 46.1 µM), for inactives: at the highest dose growth rescue (activation), usual class: activators; 370,000 compounds, 0.14% hits; Yeast expressing alpha-synuclein, growth rescue, BacTiter-Glo, 24 h; AID 652106; further: potency means the concentration at half of the fitted maximal effect; % of control where 0% means no effect; nearly all actives have a fitted effect of over 65% in size
#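 Readout is rescue of growth in alpha-synuclein-expressing yeast, so inhibitors of toxicity appear as activators. Growth after 24 hr at 30 deg C in galactose medium is quantified by luminescence.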
# GLP1R inv ag = inverse agonists of human GLP-1 receptor. P43220. AID 624417. Potency, µM (doses to about 38.3 µM), inactives show at the highest dose activity change, negative = inhibition, hits mostly inhibitors. HEK293 GLP-1R CRE-luciferase, luminescence, 24 h; GLP-1R form is constitutively active. 410,000 compounds, 1.6% hits; further: potency means the concentration at half of the fitted maximal effect; on the % scale 0 is the no-effect control and ±100 the full control effect; nearly all actives have a fitted effect of over 55% in size
#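 Using stably transfected HEK293 (constitutively active GLP-1R, cAMP-luciferase reporter), compounds were incubated 24 hr and luciferase measured by luminescence.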
# PTHR1 agonist = PTHR1 (human) receptor agonism; HEK293 GP2 PTHR1 cells, GloSensor cAMP luminescence, 1 h; Q03431; AID 743266; Potency, µM (top dose mostly 115 µM), for inactives: top-dose activation, most hits filed as activators; 410,000 compounds, 0.075% hits; further: potency means the concentration at half of the fitted maximal effect; nearly all actives have a fitted effect of over 55% in size; some results filed as inactive show a strong effect at the top dose; inactives centre near -15; many of its hits are not listed in these tables
# Target sequence (Q03431 whole entry, looked up): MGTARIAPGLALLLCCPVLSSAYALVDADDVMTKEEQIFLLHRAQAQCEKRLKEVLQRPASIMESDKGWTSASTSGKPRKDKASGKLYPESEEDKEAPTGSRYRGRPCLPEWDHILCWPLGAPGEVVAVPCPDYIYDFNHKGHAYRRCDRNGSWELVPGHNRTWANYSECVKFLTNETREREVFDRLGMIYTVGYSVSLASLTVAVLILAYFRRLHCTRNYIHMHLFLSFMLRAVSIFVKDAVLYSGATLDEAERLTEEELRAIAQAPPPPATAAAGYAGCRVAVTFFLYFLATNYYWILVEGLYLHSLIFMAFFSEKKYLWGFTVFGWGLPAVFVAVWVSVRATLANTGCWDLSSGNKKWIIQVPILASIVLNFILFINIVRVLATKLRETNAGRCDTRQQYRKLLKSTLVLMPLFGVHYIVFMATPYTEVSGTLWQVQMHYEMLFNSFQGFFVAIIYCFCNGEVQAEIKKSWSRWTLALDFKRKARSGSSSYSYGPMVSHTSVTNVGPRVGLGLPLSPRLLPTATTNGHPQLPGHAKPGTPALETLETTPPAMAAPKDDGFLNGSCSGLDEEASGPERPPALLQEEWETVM
#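 HEK-293-derived GP2 cells expressing PTHR1 and a GloSensor cAMP reporter, 3,000/well, plated overnight, given luciferin plus IBMX (each 0.5 mM as added) for 1 h at 37 °C, then compound for 1 h at 37 °C. Luminescence was read after 15 min at room temperature.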
# TDP-43 yeast inh = TDP-43 toxicity inhibition in yeast; TDP-43 expressing yeast growth rescue, BacTiter-Glo, 24 h; 410,000 compounds, 1.8% hits; AID 652104; Potency, µM (titrated, usually from 46.1 µM), for the others: top-dose growth rescue (activation), actives largely listed as activators; further: potency means the concentration at half of the fitted maximal effect; % of control where 0% means no effect; nearly all actives have a fitted effect of over 50% in size
#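 Cell-based yeast growth screen: TDP-43 expression induced in galactose, inoculum OD600=0.02 after raffinose pregrowth to mid-log. Read-out BacTiter-Glo luminescence at 24 hr, 30 deg C; inhibition of toxicity seen as signal increase.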
# * = called active by the depositor; i = inactive; u = inconclusive; x = no result given; & = joins results of further samples; [ ] = dose if it differs, or a comment. Unless noted, the call rests on the fitted dose curve; in most records, active means well fitted curve in the direction sought with a large enough effect; inconclusive means small, poorly fitted or top-dose-only effect, or another doubt; inactive means no such curve, though single readings can be large; an effect the other way counts as inactive or inconclusive.
SMILES,Abeta yeast res,DRD3 antagonist,GLP1R ag,Akt phos inh,FUS suppressor,aSyn rescue,GLP1R inv ag,PTHR1 agonist,TDP-43 yeast inh
O=C(Cc1ccc([N+](=O)[O-])cc1)NCc1ccccc1Cl,0%,4,0%,i,x,2%,0%,i,u
FC(F)(F)c1ccc(N2CCN(Cc3ccc4c(c3)OCO4)CC2)nc1,0%,0,2%,i,x,-1%,u,i,-8%
O=C(O)c1cccc(NC(=O)c2cccc(S(=O)(=O)Nc3cccc(F)c3)c2)c1,12%,x,x,x,-6%,x,6%,14%,29%
COc1ccc(C(CNC(=O)c2ccc(-c3ccccc3Cl)o2)N2CCOCC2)cc1 (configuration not stated),11%,u,u,i,24%,5%,u,-46%[inhibitor],17%
O=c1cc(-c2cccc(Br)c2)nc(-c2ccccc2F)o1,-4%,4,1%,i,-16%,-4%,6%,i,-4%
CNS(=O)(=O)c1ccc(CNC[C@H]2O[C@@H](n3cnc(C(N)=O)n3)[C@H](O)[C@@H]2O)cc1,7%,-5,-2%,i,-19%,-11%,8%,-4%,6%
CCN1CCN(c2ccc(S(=O)(=O)N3CCOCC3)cc2NC(=O)COc2ccc(F)cc2Cl)CC1,13%,1,-1%,i,0%,0%,26%,-16%,0%
Nn1c(SCC(=O)N2CCOCC2)nnc1-c1ccco1,10%,-9,-14%,i,-4%,2%,5%,i,9%
Cc1ccc(N2CCN(C(=O)c3cccn4c(=O)c5ccc(Cl)cc5nc34)CC2C)cc1 (configuration not stated),2%,x,x,x,-32%,x,-7%,-10%,24%
O=C1OC(/C=C/c2ccccc2)=NC/1=C/c1ccco1,-9%,-2,3%,i,28%,1%,9%,-5%,25%
COC(=O)C[C@H]1c2cc(F)ccc2S(=O)(=O)N1c1ccccc1,-3%,0,11%,i,-21%,2%,0%,-12%,14%
C=CCNC(=S)NNC(=O)CCC(O)COCCC(C)C (configuration not stated),-15%,-5,4%,i,20%,-5%,3%,10%,-15%

# Reformatted with values under each structure: 10 of the compounds above
# Order of results: Abeta yeast res	DRD3 antagonist	GLP1R ag	Akt phos inh	FUS suppressor	aSyn rescue	GLP1R inv ag	PTHR1 agonist	TDP-43 yeast inh
> O=C(Cc1ccc([N+](=O)[O-])cc1)NCc1ccccc1Cl
  0%	4	0%	i	x	2%	0%	i	u
> FC(F)(F)c1ccc(N2CCN(Cc3ccc4c(c3)OCO4)CC2)nc1
  0%	0	2%	i	x	-1%	u	i	-8%
> O=C(O)c1cccc(NC(=O)c2cccc(S(=O)(=O)Nc3cccc(F)c3)c2)c1
  12%	x	x	x	-6%	x	6%	14%	29%
> COc1ccc(C(CNC(=O)c2ccc(-c3ccccc3Cl)o2)N2CCOCC2)cc1 (configuration not stated)
  11%	u	u	i	24%	5%	u	-46%[inhibitor]	17%
> O=c1cc(-c2cccc(Br)c2)nc(-c2ccccc2F)o1
  -4%	4	1%	i	-16%	-4%	6%	i	-4%
> CNS(=O)(=O)c1ccc(CNC[C@H]2O[C@@H](n3cnc(C(N)=O)n3)[C@H](O)[C@@H]2O)cc1
  7%	-5	-2%	i	-19%	-11%	8%	-4%	6%
> CCN1CCN(c2ccc(S(=O)(=O)N3CCOCC3)cc2NC(=O)COc2ccc(F)cc2Cl)CC1
  13%	1	-1%	i	0%	0%	26%	-16%	0%
> Nn1c(SCC(=O)N2CCOCC2)nnc1-c1ccco1
  10%	-9	-14%	i	-4%	2%	5%	i	9%
> Cc1ccc(N2CCN(C(=O)c3cccn4c(=O)c5ccc(Cl)cc5nc34)CC2C)cc1 (configuration not stated)
  2%	x	x	x	-32%	x	-7%	-10%	24%
> O=C1OC(/C=C/c2ccccc2)=NC/1=C/c1ccco1
  -9%	-2	3%	i	28%	1%	9%	-5%	25%

# Other records follow.
SMILES,Abeta yeast res,DRD3 antagonist,GLP1R ag,Akt phos inh,FUS suppressor,aSyn rescue,GLP1R inv ag,PTHR1 agonist,TDP-43 yeast inh
Cc1ccc(NC(=O)CCNC(=O)c2ccc(Cl)cc2)cc1F,0%,-17,18%,i,16%,6%,-27%,i,-6%
CCCNC(=O)c1ccccc1NC(=O)C1=CSCCO1,2%,-20,4%,i,2%,-10%,5%,-3%,5%
C/C(=N\NC(=O)c1ccc(N2CCCC2=O)cc1)c1ccccc1,-19%,1,7%,i,-9%,0%,12%,-3%,-2%
Cn1c(=O)c2cc(NC(=O)CCc3ccccc3)ccc2n1Cc1cccc(C(F)(F)F)c1,11%,13,6%,i,-10%,0%,u,-32%[inhibitor],30%
N#CC1=C(S)N(c2ccccc2)C(c2ccc(-c3ccccc3Cl)o2)NC1=O (configuration not stated),7%,8,0%,i,x,6%,-21%,i,9%
COc1ccc(OC)c(NC(=O)CSc2nc(=O)n(CCN3CCOCC3)c3c2CCCC3)c1,-5%,5,11%,i,4%,2%,13%,-3%,0%
COc1ccc(C(=O)NCC(=O)N/N=C(\C)c2ccco2)cc1OC,3%,23,13%,i,13%,-5%,37%[activator],i,1%
CC1CCC(C(C)C)C(OC(=O)Cn2c(-c3ccccc3)[n+](C)c3ccccc32)C1 (configuration not stated),-11%&-19%,-19&-13,-3%&-15%,i,23%,-2%&0%,u,-32%&-28%[inhibitor],-3%&-7%
COc1ccc(Cl)cc1N(CC(=O)N/N=C/c1ccc(OC(C)C)cc1)S(=O)(=O)c1ccc(C)c([N+](=O)[O-])c1,-2%,-5,4%,i,31%,0%,u,i,13%
COc1ccc(-c2cc(C3CC3)nc(SCC(=O)c3cccs3)c2C#N)cc1,3%,-12,3%,i,3%,-5%,u,i,-8%
NC(=O)c1ccccc1NC(=O)c1ccccc1F,-9%,-13,4%,i,-19%,-6%,17%,i,-6%
O=C(O)CSc1ccccn1,-10%,-5,4%,i,1%,0%,16%,i,5%
Cc1ccccc1NC(=O)CC1(c2ccc(N(C)C)cc2)C(=O)c2ccccc2C1=O,6%,2,-4%,i,10%,-1%,2%,i,15%
O=C1N/C(=N\N=C\c2ccc3ncccc3c2)SC1Cc1ccc(SC(F)F)cc1 (configuration not stated),-2%,-8,-3%,i,27%,-2%,3%,i,1%
Cc1cccc(NC(=O)c2sc3nc4c(cc3c2N)CCCCCC4)c1C,-19%,x,x,x,-9%,x,u,i,-33%
Cc1csc(SCC(=O)Nc2cc(C(C)(C)C)nn2-c2ccccc2)n1,3%,12,7%,i,21%,-5%,u,i,5%
CCC1(C)Cc2c(sc3[nH]c(=S)n(Cc4ccccc4)c(=O)c23)CO1 (configuration not stated),3%,89,-31%,x,-6%,30%,u,-17%[57.5 µM],u
CC(=O)OCC(=O)Nc1c(C)cc(C)cc1C,-11%,-10,-2%,i,6%,1%,7%,i,5%
CC(C)C[C@H]1CN(CCCC[C@H]2CNC(=O)C(=O)N2CCC2CCCCC2)C(=O)C(=O)N1CCc1ccccc1,4%,17,6%,i,27%,1%,8%,-32%,6%
Cc1ccc(NC(=O)CCC(=O)NNC(=O)c2ccco2)c(C)c1,-7%,-28,-15%,i,17%,4%,9%,i,-21%
Cc1nc2nc(-c3ccco3)[nH]n2c(=O)c1Cc1ccccc1,1%,2,2%,i,12%,-3%,-6%,-7%,-2%
CCN(CC)P1(=O)OC(c2cc(OC)c(OC)c(OC)c2)=Nc2c1c(C)nn2-c1ccccc1 (configuration not stated),12%,0,-2%,i,-2%,2%,0%,i,-11%
Cc1nn(Cc2ccccc2)c(Cl)c1/C=C/C(=O)OCC(=O)NC(C)C(C)C (configuration not stated),-5%,10,-10%,i,16%,17%,u,-33%[inhibitor],15%
CCCc1nc2ccc(C)cn2c1Cc1cccc(F)c1,-10%,5,-5%,i,-21%,-6%,u,-21%,-3%
CCc1cc2c(=O)c(-c3ccc4c(c3)OCCO4)coc2cc1OC(=O)c1ccco1,4%,18,-14%,i,26%,-3%,0%,-52%[inhibitor][57.5 µM],-8%
COc1ccc(C(=O)NC(=S)NNC(=O)[C@H]2C[C@@H]2c2ccccc2)cc1OC,u,11,2%,i,30%,18µM*,-5%,-9%,28%
C=C[C@@H](c1ccccc1)[C@](C)(O)C(=O)O,-7%,10,x,i,3%,-1%,-2%,-18%,20%
Cc1cc(C)n(C(=O)COc2ccc(Cl)cc2Cl)n1,12%,9,-5%,i,-15%,1%,17%,i,-7%
CN(C)c1ccc(NC(=O)c2cccc(C(=O)Nc3ccc(N(C)C)cc3)n2)cc1,-24%,u,6%,i,56%,-7%,-28%,-16%,9%
CCCCCOc1ccc(C(=O)NC(CCC)C(=O)O)cc1 (configuration not stated),19%,25,-10%,i,7%,3%,-7%,i,21%
O=C(CCCCn1c(=O)c2ccccc2n(CC(=O)NC2CCCC2)c1=O)NCc1ccco1,-15%,25,0%,i,18%,-4%,11%,-4%,10%
COc1ccc(S(=O)(=O)N2CCCCC2)cc1NC(=O)C1CC1(Cl)Cl (configuration not stated),1%,22,7%,i,9%,2%,-10%,-30%[inhibitor],12%

# An excerpt; rates above refer to the full screens.
